Compound activity (PubChem BioAssay)
CRFBP-R2 agonist = agonists of CRF-BP/CRF-R2 complex, primary screen, cell-based, HEK293, calcium dye fluorescence, uHTS; calcium dye fluorescence (FLIPR); percent of saturating CRF peptide response; activation, % at 13.2 µM; 0.46% of 350,000 active; AID 588473, 2011;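 active means activation of at least 50%, plus an integration ratio under a set limit after plate pattern correction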;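 further: plate controls were neutral control wells without compound for no effect and CRF at EC100 for full effect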
UBC9 SUMO inh = inhibitors of in vitro SUMOylation cascade, primary screen, biochemical, HTRF, uHTS; HTRF SUMOylation assay, SAE1/SAE2 + UBC9; AID 2006, 2009; inhibition, % at 35 µM; 0.36% of 290,000 active; in the data active means inhibition above about 50%, passing the limit was not always enough; further: strong numbers were not always called active
Target sequence (P63279 whole entry, looked up): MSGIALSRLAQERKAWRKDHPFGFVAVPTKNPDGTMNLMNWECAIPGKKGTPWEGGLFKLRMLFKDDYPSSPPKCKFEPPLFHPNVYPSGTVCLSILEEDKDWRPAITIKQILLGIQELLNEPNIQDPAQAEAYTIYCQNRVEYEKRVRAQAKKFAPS
MEKK3 PB1 HTS = modulators of MEKK3-MEK5 PB1 binding, primary screen, biochemical, wildtype MEKK3, multiplex bead flow cytometry, Alexa488-MEK5; binding response (% of control), % at 10 µM; bead-based flow cytometry, Alexa488-MEK5 binding to MEKK3; actives lie on both sides; 0 = blocked by unlabeled MEK5, 100 = vehicle; Mitogen-activated protein kinase kinase kinase 3 (Homo sapiens), Q99759; AID 1529, 2009; 1.4% of 290,000 active;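 active means binding response more than 3 SD above or below the average of its plate-row segment, actives on both sides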;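 further: Alexa488 bead fluorescence after subtracting the streptavidin-only scavenger bead signal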
Target sequence (Q99759 whole entry, looked up): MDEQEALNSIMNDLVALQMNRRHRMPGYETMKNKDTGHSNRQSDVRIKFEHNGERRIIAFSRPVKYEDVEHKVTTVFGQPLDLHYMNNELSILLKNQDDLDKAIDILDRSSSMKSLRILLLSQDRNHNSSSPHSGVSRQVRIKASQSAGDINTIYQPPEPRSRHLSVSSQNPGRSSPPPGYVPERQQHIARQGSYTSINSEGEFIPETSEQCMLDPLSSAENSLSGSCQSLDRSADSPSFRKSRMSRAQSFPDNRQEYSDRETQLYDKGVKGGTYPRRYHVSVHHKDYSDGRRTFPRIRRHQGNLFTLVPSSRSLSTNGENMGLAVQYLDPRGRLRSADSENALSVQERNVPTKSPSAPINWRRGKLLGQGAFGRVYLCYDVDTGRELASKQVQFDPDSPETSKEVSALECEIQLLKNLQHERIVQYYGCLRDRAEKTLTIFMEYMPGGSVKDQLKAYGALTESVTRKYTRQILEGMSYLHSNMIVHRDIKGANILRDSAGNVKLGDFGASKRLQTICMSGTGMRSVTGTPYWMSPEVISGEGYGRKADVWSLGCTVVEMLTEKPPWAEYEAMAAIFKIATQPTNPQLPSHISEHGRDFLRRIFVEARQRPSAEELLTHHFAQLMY
GalR3 antag = GalR3 antagonists in HEK293 cells, primary screen, cell-based, fluorescence readout. Galanin receptor type 3 (Homo sapiens), O60755. HEK293 GalR3-CNG cAMP membrane potential fluorescence; galR3 body fused to GalR1 C-terminus. inhibition, % at 3 µM. 0.44% of 360,000 active;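 active means inhibition above the screen-wide average plus 3 SD, cut at about 13% in these data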;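 further: forskolin and galanin both at EC90 stimulate the cells; cAMP rise reported by CNG channel membrane potential dye signal; 0% = forskolin plus galanin with DMSO and 100% = forskolin alone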
NS3 helicase inh = inhibitors of HCV NS3 helicase, primary screen, biochemical, Cy5 molecular beacon fluorescence | NS3 helicase DNA unwinding | inhibition, % at 10.9 µM | 0.56% of 290,000 active;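 active means inhibition above the mean of all tested compounds plus 3 SD, set per campaign, cut at about 35% in these data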;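 further: 0% = DMSO wells and 100% = thioflavine S control wells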
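Control set: DMSO versus 110 µM thioflavine S; Material: NS3 helicase fragment of HCV; Measured by: Cy5 fluorescence at 0 and 60 min, beacon hairpin quenching; Read-out basis: percent inhibition from t60/t0 fluorescence ratio; Times: reaction time 60 min, 25 °C; Repeats: single replicate; Compound dosing: single dose, 10.9 µM nominal final, DMSO 0.8% final.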
CRFR2-BP antag = antagonists of CRF-BP/CRF-R2 complex, primary screen, cell-based, HEK293, calcium dye fluorescence, uHTS | 0.59% of 350,000 active | inhibition, % at 11.8 µM | CRF-induced calcium fluorescence;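 active means inhibition of the ligand-induced calcium signal above about 50% at the single tested concentration, limit read from the data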
FID counter = compounds displacing fluorescent DNA intercalator, primary screen, artefact control for HCV NS3 helicase inhibitor project, biochemical, FID fluorescence; inhibition, % at 7.9 µM; 0.17% of 290,000 active; AID 1845, 2009; DNA fluorescent intercalator displacement; in the data active means inhibition above about 37%;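 further: 0% = vehicle and 100% = reference compound; higher means more ethidium bromide displaced from hairpin DNA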
MEKK2 WT-MEK5 = modulators of MEK5 binding to wildtype MEKK2, primary screen, biochemical, multiplex bead flow cytometry, Alexa488-MEK5. binding response (% of control), % at 10 µM. Alexa488-MEK5 binding to MEKK2 WT; actives lie on both sides. Mitogen-activated protein kinase kinase kinase 2 (Homo sapiens), Q9Y2U5. 1.1% of 290,000 active; in the data active means binding response below about 67% or above about 130%
MEKK2mut PB1 HTS = MEK5 binding signal on mutant MEKK2 PB1, primary screen, biochemical, multiplex bead flow cytometry, Alexa488-MEK5. 0.35% of 290,000 active. percent response, % at 10 µM. Alexa488-MEK5 binding to MEKK2 mutant; in the data active means percent response above about 24%, passing the limit was not always enough; further: inactives centre near 1; some results filed as inactive read as strong as hits
An asterisk follows results filed as active; . = not tested or not shown. This is a subset. The share of hits here may be higher or lower than overall.

Start of the listing, in advance (two entries):
1) COC(=O)c1cccc(NC(=O)c2cc3sccc3n2C)c1
2) C/C(N)=C(/C#N)C(=O)CSc1nc2ccccc2[nH]1

assay / compound	1	2
CRFBP-R2 agonist	-0.9	1.1
UBC9 SUMO inh	17	3
MEKK3 PB1 HTS	99	83
GalR3 antag	-7	-3
NS3 helicase inh	-1	3
CRFR2-BP antag	19	-1
FID counter	-12	2
MEKK2 WT-MEK5	96	89
MEKK2mut PB1 HTS	-3	-7

Results, from the start:
1) COC(=O)c1cccc(NC(=O)c2cc3sccc3n2C)c1
2) C/C(N)=C(/C#N)C(=O)CSc1nc2ccccc2[nH]1
3) N#Cc1cccc(NC(=O)c2cncn2-c2ccccc2)c1
4) O=C(NN=C1CCCC1)c1[nH]c2ccc(Cl)cc2c1-c1ccccc1
5) CCOC(=O)c1c(NC(=O)CSc2nnnn2C)sc(C(=O)N(C)C)c1C
6) CN(C)S(=O)(=O)c1cccc(NC(=O)CSc2nnnn2-c2ccccc2)c1

assay / compound	1	2	3	4	5	6
CRFBP-R2 agonist	-0.9	1.1	-0.4	3.5	0.7	-0.1
UBC9 SUMO inh	17	3	-10	-6	6	-13
MEKK3 PB1 HTS	99	83	83	95	99	92
GalR3 antag	-7	-3	-8	6	-4	-5
NS3 helicase inh	-1	3	-2	2	-10	-2
CRFR2-BP antag	19	-1	1	-37	1	4
FID counter	-12	2	-3	-4	-14	-13
MEKK2 WT-MEK5	96	89	84	88	100	94
MEKK2mut PB1 HTS	-3	-7	-16	-8	-2	-14

7) Cc1cc2ncn(C(=O)c3c(-c4c(Cl)cccc4Cl)noc3C)c2cc1C
8) Cc1ccc(C)c(NC(=O)CCN2CCC(C)CC2)c1
9) O=[N+]([O-])c1ccc(-c2ccc(S(=O)(=O)NCCN3CCCC3)cc2)cc1
10) Cc1ccc(S(=O)(=O)NC(=O)c2cccn2C)cc1
11) Cc1ccc2c(c1)NCC(C(=O)NC1CCCCC1)O2 (stereo unspecified)
12) CC(=O)Nc1ccc(C(=O)OC2CCCCC2=O)cc1 (stereo unspecified)

assay / compound	7	8	9	10	11	12
CRFBP-R2 agonist	8.1	-0.7	14	-7.2	4.8	0.8
UBC9 SUMO inh	-13	13	20	-14	7	0
MEKK3 PB1 HTS	97	96	110	107	96	97
GalR3 antag	-4	-6	41*	-6	.	-4
NS3 helicase inh	3	-12	-15	10	-6	0
CRFR2-BP antag	-39	2	-10	22	10	-11
FID counter	-2	-8	20	2	-4	-1
MEKK2 WT-MEK5	92	95	120	108	96	101
MEKK2mut PB1 HTS	1	-1	4	6	1	1

2 compounds drawn at random from the list so far, as already listed:
12) CC(=O)Nc1ccc(C(=O)OC2CCCCC2=O)cc1 (stereo unspecified)
10) Cc1ccc(S(=O)(=O)NC(=O)c2cccn2C)cc1

assay / compound	12	10
CRFBP-R2 agonist	0.8	-7.2
UBC9 SUMO inh	0	-14
MEKK3 PB1 HTS	97	107
GalR3 antag	-4	-6
NS3 helicase inh	0	10
CRFR2-BP antag	-11	22
FID counter	-1	2
MEKK2 WT-MEK5	101	108
MEKK2mut PB1 HTS	1	6

Next structures
13) O=C(Nc1cccc(-c2cccc(Cl)c2)c1)C1CCN(CC2CCOC2)CC1 (stereo unspecified)
14) Cc1cccc(-c2nnc(NC(=O)c3cccs3)s2)c1
15) CCOc1ccc(NC(=O)c2csc3c2CCCC3)cc1
16) O=C(Nc1cc2c3c(c1)C1CCCC1CN3CC1CCCC21)c1ccc([N+](=O)[O-])cc1 (stereo unspecified)
17) COc1ccc(/C=C2\N=C(SC)N(c3ccccc3OC)C2=O)cc1
18) COc1ccc(N2CCC(CNC(=S)Nc3cccc(C)c3)C2)cc1 (stereo unspecified)

assay / compound	13	14	15	16	17	18
CRFBP-R2 agonist	-1.1	5.2	-1.9	-4.0	1.9	1.9
UBC9 SUMO inh	4	10	7	0	-4	-12
MEKK3 PB1 HTS	108	112	120	98	101	103
GalR3 antag	-7	.	1	-4	2	0
NS3 helicase inh	-37	-2	2	3	-9	-45
CRFR2-BP antag	-3	-8	-6	-46	0	9
FID counter	25	-3	-11	12	-12	2
MEKK2 WT-MEK5	151*	102	104	97	93	123
MEKK2mut PB1 HTS	41*	-3	-1	1	-4	4

19) O=C(NCc1ccco1)C(=O)NCC1OCCN1S(=O)(=O)c1ccc(F)cc1 (stereo unspecified)
20) CC(C)CN(CC(C)C)S(=O)(=O)c1cc([N+](=O)[O-])ccc1N1CCCCCC1
21) O=C(Nc1c2c(nn1-c1ccccc1)CS(=O)(=O)C2)c1cccs1
22) Cc1cc(C)c(C)c(C(=O)COC(=O)CNC(=O)CN2C(=O)c3ccccc3C2=O)c1C
23) O=S(=O)(c1ccc(F)cc1)c1nc(-c2ccc(F)cc2)oc1NCCN1CCOCC1
24) O=C(Nc1cc(C(F)(F)F)ccc1N1CCOCC1)c1cccnc1

assay / compound	19	20	21	22	23	24
CRFBP-R2 agonist	-2.8	-0.9	-1.4	-0.4	0.0	-1.4
UBC9 SUMO inh	17	-11	-3	-14	14	-4
MEKK3 PB1 HTS	106	97	89	97	113	104
GalR3 antag	.	-4	-5	-2	0	-4
NS3 helicase inh	6	19	5	2	-7	2
CRFR2-BP antag	-34	2	0	-1	-8	7
FID counter	-6	-12	-5	-5	-8	-5
MEKK2 WT-MEK5	100	103	91	98	115	100
MEKK2mut PB1 HTS	10	-5	-1	-2	22	5

25) COc1ccc(/C(C)=N/OCC(=O)Nc2nc3ccccc3s2)cc1
26) CC1(C)CC(=O)C2=C(C1)NC(Nc1nc3ccccc3o1)=NC21CCCCC1
27) COc1ccc(C(=O)Nc2nnc(SCC(=O)NC3CCCC3)s2)c(OC)c1
28) O=C(O)CCc1nc2ccccc2c(=O)[nH]1
29) CC(=O)CC(=O)Nc1ccc2ccccc2c1
30) COc1ccc(S(=O)(=O)Cc2ccc(C(=O)NCCCN3CCc4ccccc4C3)o2)cc1

assay / compound	25	26	27	28	29	30
CRFBP-R2 agonist	1.1	1.0	1.3	-0.3	0.2	0.9
UBC9 SUMO inh	-31	0	12	-10	27	5
MEKK3 PB1 HTS	95	97	98	104	97	102
GalR3 antag	-9	-5	-5	-5	-9	8
NS3 helicase inh	-22	2	-2	11	0	-19
CRFR2-BP antag	-8	-25	19	-5	-6	-2
FID counter	3	3	-11	1	-4	7
MEKK2 WT-MEK5	102	99	101	109	93	127
MEKK2mut PB1 HTS	-1	-5	3	2	-2	11

31) CCOC(=O)CSc1ccc2ccccc2n1
32) CC1=C(C(=O)Nc2ccccc2)C(c2ccco2)C(C#N)=C(SCc2ccccc2)N1 (stereo unspecified)
33) O=C(NCc1ccccc1)c1ccc(-c2ccccc2C(F)(F)F)o1
34) Cc1cc(Cl)ccc1NC(=O)Cn1cncn1
35) Cc1cc(C)n(-c2ncc3c(n2)N(CCO)CCOC3=O)n1
36) Cc1cnc(NC(=O)Nc2ccc(Cl)cc2)s1

assay / compound	31	32	33	34	35	36
CRFBP-R2 agonist	-3.3	.	0.8	-0.2	-0.7	8.4
UBC9 SUMO inh	-7	11	-10	12	20	6
MEKK3 PB1 HTS	87	104	103	112	83	100
GalR3 antag	-2	.	-1	-7	-8	-11
NS3 helicase inh	-8	-13	-1	-7	14	-10
CRFR2-BP antag	11	.	3	1	-5	-40
FID counter	-9	-8	-24	2	-10	6
MEKK2 WT-MEK5	95	99	95	108	81	93
MEKK2mut PB1 HTS	-7	-5	1	-1	-16	-7

37) CCC(CC)C(=O)Nc1cccc(C(=O)Nc2ccc(S(=O)(=O)Nc3ccc(C)cc3)cc2)c1
38) COc1ccc(/C=C/c2nc(C#N)c(NCCN(C)C)o2)cc1OC
39) COC(=O)c1cc(C(=O)N2CCN(c3cccc(Cl)c3)CC2)cc([N+](=O)[O-])c1
40) O=C(c1ccc2c(=O)n(-c3ccccc3)c(=S)[nH]c2c1)N1CCCCC1
41) Cc1onc(-c2c(F)cccc2Cl)c1C(=O)NCCN1CCNC1=O
42) CCOc1cccc2sc(N(CCN(C)C)C(=O)CCS(=O)(=O)c3ccccc3)nc12

assay / compound	37	38	39	40	41	42
CRFBP-R2 agonist	0.1	-0.1	-7.4	-4.1	4.8	0.1
UBC9 SUMO inh	5	17	11	25	19	-2
MEKK3 PB1 HTS	102	100	96	103	87	97
GalR3 antag	-6	3	-2	-8	-5	-5
NS3 helicase inh	-11	2	-11	-2	-4	-20
CRFR2-BP antag	-11	12	-13	-1	-7	-18
FID counter	-7	9	-9	-14	-2	17
MEKK2 WT-MEK5	110	103	95	102	88	101
MEKK2mut PB1 HTS	-10	1	-5	2	-18	-1

43) Cc1ccc2oc(-c3cccc(NC(=O)c4ccc(Br)o4)c3)nc2c1
44) C=CCN(C(=O)Cn1ncc2c1-c1cc(C)ccc1OC2)c1ccccc1
45) Cc1nc2ccc(NC(=O)c3ccccc3)cc2s1
46) C/C(CC(=O)NCCN1CCOCC1)=N\NC(=O)c1ccncc1
47) COC(=O)c1cc(COC(=O)c2ccc3ccccc3n2)oc1C
48) CC(/C=C/c1ccccc1)=N\Nc1nc(C)cc(C)n1
49) Cc1cccc(NC(=O)CCNS(=O)(=O)c2cccc3nonc23)c1
50) O=C(CSc1n[nH]c(=O)n1C1CC1)N1N=C(c2ccc(Cl)cc2)CC1c1ccco1 (stereo unspecified)

assay / compound	43	44	45	46	47	48	49	50
CRFBP-R2 agonist	0.9	-0.1	-1.1	-0.3	-5.1	0.1	9.9	-1.1
UBC9 SUMO inh	15	-4	20	4	1	14	4	-3
MEKK3 PB1 HTS	.	98	105	107	101	92	102	106
GalR3 antag	-1	-2	7	-3	-3	-5	-1	-2
NS3 helicase inh	2	2	1	-5	-10	7	6	5
CRFR2-BP antag	-8	-7	-3	-1	-18	6	-7	-28
FID counter	-2	-30	-4	-5	-12	-4	2	-46
MEKK2 WT-MEK5	.	95	102	107	99	93	99	109
MEKK2mut PB1 HTS	.	2	-1	22	0	-2	3	6

Results in CRFR2-BP antag and MEKK2mut PB1 HTS (three entries from above):
#	Structure	CRFR2-BP antag	MEKK2mut PB1 HTS
47	COC(=O)c1cc(COC(=O)c2ccc3ccccc3n2)oc1C	-18	0
43	Cc1ccc2oc(-c3cccc(NC(=O)c4ccc(Br)o4)c3)nc2c1	-8	.
50	O=C(CSc1n[nH]c(=O)n1C1CC1)N1N=C(c2ccc(Cl)cc2)CC1c1ccco1 (stereo unspecified)	-28	6
